RXFP1 ag: qHTS Assay for Agonists of the Relaxin Receptor RXFP1 | HEK293T-RXFP1 cAMP TR-FRET, 30 min; response scale: percent of porcine relaxin response, buffer zero | Relaxin receptor 1 (Homo sapiens), Q9HBX9 | Potency, µM (highest dose often 57.5 µM), without a hit: top-dose activation, hits mostly activators | 370,000 compounds, 0.3% hits; further: potency means the concentration at half of the fitted maximal effect; on the % scale 0 is the no-effect control and ±100 the full control effect; nearly all actives have a fitted effect of over 60% in size; many of its hits are not listed in these tables
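HEK293T cells stably expressing RXFP1 were pretreated with the PDE4 inhibitor Ro 20174, exposed to compounds for 30 min at 37C, lysed, and cAMP was read by TR-FRET. Data normalized to buffer (basal) and 29 nM porcine relaxin (100%).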
mIDH1 inhibitor: qHTS for Inhibitors of mutant isocitrate dehydrogenase 1 (IDH1): qHTS. Isocitrate dehydrogenase [NADP] cytoplasmic (Homo sapiens), O75874. IDH1-R132H enzyme, NADPH consumption, diaphorase/resazurin fluorescence. Potency, µM (doses to about 76.6 µM), for inactives: at the highest dose activity change, negative = inhibition, hits mostly inhibitors. 390,000 compounds, 0.093% hits. AID 602179, 2012; further: potency means the concentration at half of the fitted maximal effect; on the % scale 0 is the no-effect control and ±100 the full control effect; nearly all actives have a fitted effect of over 65% in size
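IDH1-R132H (0.5 ug/mL dispensed) in pH 7.5 Tris buffer was preincubated 30 min with compound, then given a substrate mix of 0.016 mM NADPH and 2 mM alpha-KG for 80 min at room temperature; remaining NADPH was read by diaphorase/resazurin fluorescence.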
PI4K2A inh: qHTS for small molecular inhibitors of PI4K2A. purified PI4K2A, ADP-Glo luminescence, 1 h; active compounds read low. activity change, negative = inhibition, % at 76.9 µM. 420,000 compounds, 0.13% hits; in the data active means activity change below about -50%; inconclusive means mostly about -30% to -49%;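 further: -100% = wells without enzyme as full effect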
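In this quantitative HTS, ADP production by PI4K2A was quantified luminescently after 1 h at ambient temperature; 100 microM adenosine served as plate-quality control.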
LDHA block: qHTS assay for inhibitors of human lactate dehydrogenase; L-lactate dehydrogenase A chain (Homo sapiens), P00338; purified LDHA, NADH/diaphorase-resazurin fluorescence; active compounds read low; AID 1347041, 2019; 480,000 compounds, 0.15% hits; activity change, % (values are at about 110 or 230 µM); in the data active means activity change below about -30%; inconclusive means mostly about -25% to -30%;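 further: plate controls were DMSO wells for no effect and wells without enzyme for full effect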
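LDH5 2 nM; NADH 0.06 mM, pyruvate 0.2 mM; 200 mM Tris pH 7.4, EDTA, Tween-20; 5 min RT. Detection: diaphorase 0.133 mg/mL + resazurin 37 µM, fluorescence ex540/em590 at 0 and 20 min; normalized to enzyme-free and DMSO wells.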
Vif-A3F inh: qHTS for Inhibitors of Vif-A3F Interactions: qHTS; 390,000 compounds, 0.2% hits; HeLa A3F-eYFP + Vif (tagged APOBEC3F with the HIV-1 protein that degrades it), YFP fluorescence increase; Potency, µM (doses to about 46.1 µM), for inactives: at the highest dose activity, negative = active; AID 602313, 2012; further: potency means the concentration at half of the fitted maximal effect; % of control where 0% means no effect; nearly all actives have a fitted effect of over 65% in size
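Fluorescence increase (Ex 488/Em 500-530) after overnight compound treatment at 37 deg C flags inhibition of Vif-driven A3F-eYFP loss in stable HeLa A3F-eYFP/Vif cells seeded overnight beforehand.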
USP1 inh: Inhibitors of USP1/UAF1: Primary Screen. Ubiquitin carboxyl-terminal hydrolase 1 (Homo sapiens), O94782. recombinant USP1/UAF1, Ub-Rhodamine cleavage fluorescence. Potency, µM (highest dose often 57.1 µM), inactives show top-dose activity change, negative = inhibition, actives largely listed as inhibitors. 390,000 compounds, 0.23% hits. AID 743255, 2014; further: potency means the concentration at half of the fitted maximal effect; on the % scale 0 is the no-effect control and ±100 the full control effect; nearly all actives have a fitted effect of over 60% in size; inactives centre near -12
Target sequence (O94782 whole entry, looked up): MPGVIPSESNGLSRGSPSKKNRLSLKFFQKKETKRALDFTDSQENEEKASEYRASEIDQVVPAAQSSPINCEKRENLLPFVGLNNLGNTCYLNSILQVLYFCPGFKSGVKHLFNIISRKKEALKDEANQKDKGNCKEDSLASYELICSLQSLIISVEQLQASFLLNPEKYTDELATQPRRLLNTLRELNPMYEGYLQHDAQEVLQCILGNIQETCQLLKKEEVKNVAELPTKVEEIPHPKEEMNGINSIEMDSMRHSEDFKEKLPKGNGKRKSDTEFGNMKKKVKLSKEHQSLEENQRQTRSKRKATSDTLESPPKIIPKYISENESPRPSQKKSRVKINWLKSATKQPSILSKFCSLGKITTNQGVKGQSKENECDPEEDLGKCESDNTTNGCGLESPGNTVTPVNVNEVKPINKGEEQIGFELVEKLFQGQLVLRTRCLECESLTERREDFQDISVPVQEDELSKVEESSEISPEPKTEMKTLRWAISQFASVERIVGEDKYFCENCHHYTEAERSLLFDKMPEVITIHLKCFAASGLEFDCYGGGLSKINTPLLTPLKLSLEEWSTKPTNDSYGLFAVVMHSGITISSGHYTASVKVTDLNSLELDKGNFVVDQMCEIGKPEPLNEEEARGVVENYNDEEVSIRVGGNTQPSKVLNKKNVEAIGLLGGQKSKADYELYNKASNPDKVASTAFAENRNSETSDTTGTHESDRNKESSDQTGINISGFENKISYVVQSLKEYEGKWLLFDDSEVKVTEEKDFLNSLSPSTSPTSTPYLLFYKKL
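High-throughput fluorogenic screen: 1nM USP1/UAF1 complex, Ub-Rho substrate 150nM final, 50mM HEPES pH 7.8 with 0.5mM EDTA, 0.1 mg/ml BSA, 1mM TCEP and 0.01% Tween-20.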
Glioma ERSR ind: qHTS for Inducers of the Endoplasmic Reticulum Stress Response (ERSR) in Human Glioma: qHTS; U87-MG GRP78 promoter luciferase reporter, 16 h; Potency, µM, for inactives: at the highest dose activation, hits mostly activators; 420,000 compounds, 0.02% hits; further: potency means the concentration at half of the fitted maximal effect; series mostly up to about 76 µM; % of control where 0% means no effect; nearly all actives have a fitted effect of over 35% in size
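Stably transfected U87-MG glioma cells carrying a GRP78-based luciferase sensor; 16 h compound incubation. Luminescence end-point read 10 min after Bright-Glo addition at room temperature.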
Vif-A3G inh: qHTS for Inhibitors of Vif-A3G Interactions: qHTS; Potency, µM (doses to about 46.1 µM), inactives show at the highest dose activity, negative = active, usual class: inhibitors; 410,000 compounds, 0.076% hits; HeLa A3G-eYFP + Vif (tagged APOBEC3G with the HIV-1 protein that degrades it), YFP fluorescence, overnight; DNA dC->dU-editing enzyme APOBEC-3G (Homo sapiens), Q9HC16; AID 602310, 2012;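 further: potency means the concentration at half of the fitted maximal effect; on the % scale 0 is the no-effect control and ±100 the full control effect; nearly all actives have a fitted effect of over 60% in size; hits raise eYFP signal because A3G escapes Vif-driven loss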
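HeLa cells stably expressing Vif and C-terminally eYFP-tagged A3G, seeded overnight at 37 deg C, then exposed to compound by pintool overnight at 37 deg C. Rise in yellow fluorescence (Ex 488/Em 500-530, Acumen) marks blocked Vif-driven A3G degradation.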
TrxR1 substrate: qHTS Assay for Substrates of Mammalian Selenoprotein Thioredoxin Reductase 1 (TrxR1): qHTS. purified TrxR1 substrate turnover, NADPH consumption readout. Thioredoxin reductase 1, cytoplasmic (Rattus norvegicus), O89049. 390,000 compounds, 0.01% hits. Potency, µM (highest dose often 114 µM), inactives show at the highest dose activity change, negative = substrate turnover; further: potency means the concentration at half of the fitted maximal effect; on the % scale 0 is the no-effect control and ±100 the full control effect; nearly all actives have a fitted effect of over 50% in size
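Rat TrxR1, dispensed at 90 nM, was prereduced with 400 uM NADPH (final) for 5 min at ~22 deg C, then incubated with compound 15 min before 400 uM selenite. A first-read NADPH fluorescence drop versus no-compound background flagged substrates.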
* = called active by the depositor; ? = inconclusive; . = no result given; & = joins results of further samples; [ ] = another dose, or the depositor's remark. Unless noted, the call rests on the fitted dose curve; in most records, active means well fitted curve in the direction sought with a large enough effect; inconclusive means small, poorly fitted or top-dose-only effect, or another doubt; inactive means no such curve, though single readings can be large; an effect the other way counts as inactive or inconclusive.

Structure	PI4K2A inh	Glioma ERSR ind	Vif-A3G inh	USP1 inh	Vif-A3F inh	LDHA block	RXFP1 ag	TrxR1 substrate	mIDH1 inhibitor
Cc1cc(NC(=O)C(C)SCC(=O)OCc2ccc(Cl)cc2Cl)no1 (stereo not drawn)	1	3%	3%	-14%	6%	-3	-2.4%	0%	-3%
CC1CCC(C(=O)NNC(=O)c2cc(-c3ccco3)[nH]n2)CC1 (stereo not drawn)	-3	-4%	0%	-8%	8%	-4	2.3%	-3%	4%
Cc1cccc(-n2c(O)cnc2Nc2nc(C)cc(C)n2)c1	0	-1%	-3%	0%	-6%	-4	-0.1%	4%[57.1 µM]	-6%
O=C(NCCCCc1ccccc1)c1cccc(NC(=O)C2CC2)c1	-5	-2%	3%	-3%	9%	-9	.	-14%	1%
C=C(C)c1cccc(C(C)(C)NC(=O)Nn2cnnc2)c1	-14	1%	-6%	-7%	1%	0	0.1%	8%	0%
NS(=O)(=O)c1ccc(CCNC(=O)C2CCC(Cn3c(=S)[nH]c4ccccc4c3=O)CC2)cc1 (stereo not drawn)	0	1%	-3%	-20%	-7%	-15	5.1%	3%	5%
Cn1c(CN2CCOCC2)nnc1SCc1cccc(F)c1	-17	-3%	2%	-12%	-3%	-3&-9	0.7%	3%	5%
C#CCOc1ccccc1CNc1ccccc1	-1	0%	1%	-1%	-14%	-4	0.9%	-2%	5%
Cc1ccc(-c2nn(-c3cc(Cl)ccc3[N+](=O)[O-])c(=O)c3ccccc23)cc1	4	-2%	0%	-6%	-1%	5	0.2%	6%	7%
COc1cc(C2C(C#N)=C(N)Oc3cc(N(C)C)ccc32)cc2c1OCO2 (stereo not drawn)	0	-3%	?	?	?	8	16%	11%	7%
C/C(=N\NC(=O)CCCNc1cccc(C)c1)c1ccncc1	-8	-5%	0%	-25%	-6%	1	0.8%	9%	4%
CC[C@]1(C(=O)OC)[C@H]2C(=O)N(Cc3ccccc3)C(=O)[C@H]2[C@H]2CN(C)C(=NCc3ccccc3)N21	-1	1%	2%	-24%	-5%	3	.	9%	11%
NC(=O)C1CCN(C(=O)c2ccc(Cl)c(S(=O)(=O)N3CCc4ccccc43)c2)CC1	-6	-3%	0%	-1%	-13%	-1&4	.	.	-8%
O=C(Cc1ccccc1)NCC(=O)N/N=C/c1cccnc1	1	-3%	0%	-5%	12%	-10	3.9%	8%[57.1 µM]	5%
COc1cccc(OC)c1C(=O)OCCCOC(=O)c1c(OC)cccc1OC	5	-5%	-6%	-17%	-5%	1	-0.2%	-9%	2%
COc1ccc(NC(=O)CCSCCC(=O)Nc2ccc(OC)cc2OC)c(OC)c1	-1	-2%	0%	-18%	8%	0	-1.2%	6%[11.4 µM]	2%
Cn1c(C(=O)N2CCN(Cc3ccccc3)CC2)cc2c(=O)n(C)c3ccccc3c21	6	-4%	-5%	-14%	-1%	-1	1.0%	4%[57.1 µM]	1%
CCOc1ccccc1C(=O)NCCC(=O)O	3	?	-3%	-7%	1%	-5	0.8%	4%	1%
O=C1CNC(=O)c2c(nc3n2CCC3)N1	6	-2%	1%	-3%	-10%	4	1.1%	7%	0%
O=C(CN1CCc2ccccc21)NC(=O)NCc1ccco1	-3	-8%	1%	-6%	-5%	1	0.5%	-3%	4%

Next section.
Structure	PI4K2A inh	Glioma ERSR ind	Vif-A3G inh	USP1 inh	Vif-A3F inh	LDHA block	RXFP1 ag	TrxR1 substrate	mIDH1 inhibitor
COc1ccc(OC)c(CNC(=O)Nc2cn(CC(C)C)c(=O)c3ccccc23)c1	?	-4%	-6%	?	-1%	10	1.0%	60%[activator]	-23%
O=C(Nc1cccc(-c2cscn2)c1)C1CCN(Cc2ccsc2)CC1	5	-5%	3%	-10%	-7%	-4	0.2%	-4%	-13%
Cc1cc(C(=O)Nc2ccc(Cl)cc2)c2c(C)nn(-c3ccccc3)c2n1	-2	1%	-4%	-12%	-13%	2	8.5%	8%[57.1 µM]	-9%
COc1ccc(C(=O)COC(=O)c2cccc(-n3cnnn3)c2)c(OC)c1	-14	-2%	-1%	-22%	5%	-1	4.7%	-1%	0%
CC(=O)Oc1cccc(/C=N\NC(=O)C(=O)N/N=C/c2cccc(OC(C)=O)c2)c1	-3	-1%	0%	4%	6%	0	2.4%	-17%	6%
COCCn1c(C)cc(C(=O)COC(=O)c2ccc(Br)o2)c1C	-14	-8%	-4%	-12%	0%	-4	3.2%	4%[57.1 µM]	9%
O=C1CC(O)(C(F)F)Oc2ccc3ccccc3c21 (stereo not drawn)	-2	-2%	-19%	-6%	-1%	5	0.2%	111%[activator]	3%
CCOC(=O)c1[nH]c2ccccc2c1NC(=O)C(CC)CC	0	-5%	3%	4%	-6%	-7	0.8%	1%	-5%
O=C(Cc1nnc(NC(=O)Nc2ccccc2)s1)Nc1ccccc1	4	-4%	-1%	-23%	9%	-2	0.0%	6%	0%
Cc1cccc(C)c1NC(=O)C(NC=O)c1ccccc1Cl (stereo not drawn)	3	-6%	-6%	-19%	.	-4	1.1%	-4%	-8%
Cc1cc(C)cc(OCCCn2c(CCNC(=O)C3CCCCC3)nc3ccccc32)c1	1	-2%	-5%	?	8%	3	-1.6%	-8%	14%
O=C(NCc1ccc(F)cc1)C(c1ccccc1)c1ccccc1	-5	-3%	-1%	-11%	0%	-10	1.0%	-1%	0%
CCOc1ccccc1N1CCN(C(=O)c2cccc(-c3ccc(O)cc3)c2)CC1	-2	-3%	2%	-18%	-23%	-5	-2.4%	6%[57.1 µM]	-2%
Cc1noc(C)c1NC(=O)N(C)C[C@@H]1OCc2cnnn2CCCC(=O)N([C@@H](C)CO)C[C@H]1C	4	0%	0%	-29%	-10%	-2	.	.	-12%
CC(=O)c1ccc(N2CCN(S(=O)(=O)c3ccc4c(c3)CC(=O)N4)CC2)cc1	0	-2%	-2%	-15%	-6%	6&-4	-0.2%	-3%[57.1 µM]	4%
COc1ccc(NC(=O)C2CCCN(c3c4c(nc5ncnn35)CCC4)C2)cc1 (stereo not drawn)	2	-5%	-10%	-9%	0%	-9	-1.6%	2%	-4%
CCOC(=O)C1CCN(c2ccc(C(N)=O)cc2[N+](=O)[O-])CC1	3	-1%	0%	-4%	-1%	-6	-0.5%	3%[57.1 µM]	2%
C/C(CC(=O)Nc1cc(C)ccn1)=N\NC(=O)c1cccc(C)c1O	0	8%	-18%	-15%	2%	1	2.1%	2%	6%
CC1CCCC/C1=N\NC(=S)NCCc1ccccc1 (stereo not drawn)	2	-1%	2%	-17%	8%	-2	-2.8%	-12%	-11%
CN(C)c1ccc(C(=S)N2CCOCC2)cc1Br	2	-3%	1%	0%	-4%	-1	-0.3%	-9%	1%

(more compounds)
Structure	PI4K2A inh	Glioma ERSR ind	Vif-A3G inh	USP1 inh	Vif-A3F inh	LDHA block	RXFP1 ag	TrxR1 substrate	mIDH1 inhibitor
O=C(CCCCCNc1nc(=S)[nH]c2ccccc12)NCCc1c[nH]c2ccccc12	9	-6%	-3%	-14%	4%	1	4.8%	-6%	10%
CCCc1nc2c3ccccc3ccn2c1Cc1ccccc1C(F)(F)F	-19	-2%	?	.	.	2	.	.	.
COc1cc(/C=C(/NC(=O)c2ccccc2)C(=O)N2CCOCC2)c([N+](=O)[O-])cc1OC	2	-5%	1%	-10%	?	9	-0.6%	-19%	4%
Cc1ccc(-c2cc([C@H]3[C@@H]4C=CCC[C@@]4(C)C(=O)N3Cc3ccccc3)ccc2F)cc1	-4	-2%	-8%	-12%	?	-1	3.3%	2%	-2%
Cc1ccc2nc(NC(=O)C3CCN(C(=O)c4ccc(F)cc4)CC3)sc2c1	-4	-4%	-1%	-17%	2%	1	1.5%	-9%	0%
CCNS(=O)(=O)c1ccc(CCC(=O)NC2CCCC2)cc1	-1	-2%	0%	-1%	-7%	0	0.5%	14%[57.1 µM]	1%
Cc1cc(C)c(C2=CSC3=NS(=O)(=O)CCN23)c(C)c1	-2	4%	1%	-18%	-14%	-7	0.9%	2%[57.1 µM]	11%
O=C(CSc1nnc(-c2ccccn2)o1)Nc1ccc(F)cc1	-3	6%	-1%	-11%	-1%	4	3.2%	-1%	12%
COc1ccc(N(CC(=O)Nc2cccc([N+](=O)[O-])c2C)S(C)(=O)=O)cc1OC	0	-3%	3%	-11%	0%	-2	0.4%	-7%	1%
CCOc1ccc(CCNC(=O)COC(=O)c2nc3nc(C)cc(C)n3n2)cc1OCC	1	-2%	0%	-12%	-13%	-6	2.3%	-10%	-2%
CCCOC(=O)Nc1ccccc1C(N)=O	64	-1%	-2%	-9%	-1%	-11	1.3%	3%	3%

Only part of the results is shown. The share of hits here may be higher or lower than overall.
